Screening results deposited in PubChem by Broad Institute.
BioA inh = M. tuberculosis BioA enzyme inhibitors, primary screen, biochemical, plate reader, single point, HTS; inhibition, % at 9.99 µM; hit rate 0.096% among 360,000; purified M. tuberculosis BioA enzyme; 7,8-diaminopelargonic acid synthase BioA (Mycobacterium tuberculosis); in the data active = inhibition above about 40%
Starred values were filed as active, the others as inactive. A portion of the library; rates above refer to the full screens.

SMILES | BioA inh
C[C@H]1CN([C@@H](C)CO)S(=O)(=O)c2ccc(-c3cccc(C#N)c3)cc2O[C@H]1CN(C)CC1CC1 | -2.1
O=C(C[C@@H]1C=C[C@H](NC(=O)C2CC2)[C@@H](CO)O1)NCc1ccccc1Cl | 3.3
C[C@H](CO)N1C[C@H](C)[C@@H](CN(C)Cc2ccccc2)Oc2ccc(NC(=O)CCC(F)(F)F)cc2CC1=O | 3.5
C[C@@H]1CCCCO[C@H](CN(C)S(C)(=O)=O)[C@@H](C)CN([C@H](C)CO)C(=O)c2cc(NC(=O)Nc3ccc(C(F)(F)F)cc3)ccc2O1 | 3.8
COCC#Cc1ccc2c(c1)O[C@@H](CN(C)Cc1ccc3c(c1)OCO3)[C@@H](C)CN([C@@H](C)CO)S2(=O)=O | 1.2
CC(C)NC(=O)N(C)C[C@@H]1Oc2ccc(NS(=O)(=O)c3ccc(Cl)cc3)cc2CC(=O)N([C@@H](C)CO)C[C@@H]1C | 3.5
CCCN1C[C@@H](C)[C@@H](OC)CN(C)C(=O)c2cc(NS(=O)(=O)c3ccccc3)ccc2OC[C@H]1C | -3.5
C[C@@H]1CN([C@H](C)CO)C(=O)c2cccc(N(C)C)c2O[C@H]1CN(C)Cc1ccc(Cl)c(Cl)c1 | -1.5
O=C(C[C@@H]1CC[C@@H](NC(=O)Nc2cc(F)ccc2F)[C@H](CO)O1)NCc1ccncn1 | -1.2
CN(C)C(=O)[C@@H]1[C@@H](CO)[C@@H]2Cn3c(ccc(-c4ccccc4F)c3=O)[C@@H]2N1C(=O)c1cnccn1 | 0.5
O=S(=O)(N[C@H]1CC[C@H](CCn2cc(-c3ccc(F)cc3)nn2)O[C@H]1CO)c1ccccc1F | 1.8
COc1ccc(S(=O)(=O)Nc2ccc3c(c2)C(=O)N([C@H](C)CO)C[C@H](C)[C@@H](CN(C)Cc2ccccc2)O3)cc1 | 0.9
C[C@H]1CN([C@@H](C)CO)S(=O)(=O)c2ccc(C3=CCCCC3)cc2O[C@H]1CN(C)Cc1ccccc1 | -1.2
C[C@H]1CN([C@@H](C)CO)S(=O)(=O)c2ccc(C#CC3CC3)cc2O[C@@H]1CN(C)Cc1ccccc1F | -0.5
COc1ccc(-c2cn(CC[C@@H]3CC[C@@H](N)[C@H](CO)O3)nn2)cc1 | -0.7
C[C@@H]1CN([C@H](C)CO)C(=O)c2cccc(NS(=O)(=O)c3ccccc3)c2O[C@@H]1CN(C)C(=O)Nc1ccccc1 | -0.6
C[C@@H]1CCCCO[C@H](CN(C)C(=O)Nc2ccc(C(F)(F)F)cc2)[C@H](C)CN([C@@H](C)CO)C(=O)c2cc(NC(=O)c3ccccc3)ccc2O1 | -1.9
CC(C)NC(=O)N1CCCCN2[C@H](C1)[C@@H](c1ccc(C#Cc3ccccc3F)cc1)[C@@H]2CO | 1.9
C[C@H](CO)N1C[C@H](C)[C@H](CN(C)Cc2ccccc2)Oc2ccc(NS(=O)(=O)c3ccc(F)cc3)cc2C1=O | 1.7
C[C@@H](O)C#Cc1ccc([C@H]2[C@@H](CO)N3CCCCN(S(=O)(=O)Cc4ccccc4)C[C@@H]23)cc1 | -0.4
COc1cccc(S(=O)(=O)N[C@H]2CC[C@@H](CCN)O[C@H]2CO)c1 | -0.4
Cc1ccccc1-c1cnc2c(c1)C(=O)N([C@@H](C)CO)C[C@H](C)[C@@H](CN(C)CC1CCCC1)O2 | 0.0
COC(=O)C[C@@H]1CC[C@@H]2[C@@H](COc3ccc(NC(=O)Nc4ccc(C)cc4)cc3C(=O)N2C)O1 | -1.8
C[C@H]1CN([C@@H](C)CO)C(=O)c2cc(NS(=O)(=O)c3cccs3)ccc2O[C@H]1CN(C)C(=O)Nc1ccc(C(F)(F)F)cc1 | -0.5
COCC(=O)Nc1ccc2c(c1)[C@H]1C[C@@H](CC(=O)NC3CCCCC3)O[C@@H](CO)[C@H]1O2 | -1.2
C/C=C/c1ccc([C@@H]2[C@@H](CN(CC)C(=O)CC)N(C(C)=O)[C@H]2CO)cc1 | -3.0
C[C@@H]1CCCCO[C@H](CN(C)C(=O)c2ccccc2)[C@H](C)CN([C@@H](C)CO)C(=O)c2cc(NC(=O)Nc3ccccc3)ccc2O1 | -2.6
CO[C@@H]1CN(C)C(=O)c2cc(NC(=O)c3cccc(F)c3)ccc2OC[C@@H](C)NC[C@H]1C | 1.0
Cc1noc(C)c1S(=O)(=O)Nc1ccc2c(c1)CC(=O)N([C@@H](C)CO)C[C@H](C)[C@H](CN(C)CC1CC1)O2 | -1.5
C[C@@H]1CN([C@H](C)CO)C(=O)c2cc(NC(=O)Nc3ccc4c(c3)OCO4)ccc2O[C@@H](C)CCCCO[C@@H]1CN(C)C(=O)NC1CCCCC1 | 0.6
C[C@H]1CN([C@@H](C)CO)C(=O)c2cc(-c3cccc(F)c3)cnc2O[C@@H]1CN(C)C(=O)C1CCCCC1 | 5.2
C[C@H]1CN([C@@H](C)CO)C(=O)c2cc(C#CC3(O)CCCC3)cnc2O[C@@H]1CN(C)Cc1cccnc1 | -1.1
CCNC(=O)C[C@@H]1CC[C@@H]2[C@H](COC[C@H](O)CN2S(=O)(=O)c2ccc(Oc3ccccc3)cc2)O1 | -0.6
C[C@H](CO)N1C[C@H](C)[C@@H](CN(C)C(=O)Cc2ccncc2)Oc2cc(-c3cncnc3)ccc2S1(=O)=O | -1.2
C/C=C/c1cnc2c(c1)C(=O)N([C@@H](C)CO)C[C@H](C)[C@H](CN(C)C(=O)Nc1ccc(C(F)(F)F)cc1)O2 | 0.8
C[C@@H]1CN([C@H](C)CO)C(=O)c2cc(NS(=O)(=O)c3cn(C)cn3)ccc2O[C@@H]1CN(C)S(=O)(=O)c1ccc(Cl)cc1 | -1.3
COc1ccccc1NC(=O)N1C[C@H]2[C@@H](c3ccccc31)[C@@H](CO)N2CC1CCCC1 | 3.2
O=C(Nc1ccc(F)cc1)Nc1ccc2c(c1)[C@@H]1C[C@@H](CC(=O)N3CCCCC3)O[C@@H](CO)[C@@H]1O2 | 0.8
C[C@H]1CN([C@@H](C)CO)C(=O)c2cc(C#CCN(C)C)cnc2O[C@@H]1CN(C)C(=O)Cc1ccncc1 | -1.6
C[C@H]1CN([C@@H](C)CO)C(=O)Cc2cc(NC(=O)CCCCCC(=O)Nc3ccccc3N)ccc2O[C@H]1CN(C)C | 0.7
C[C@H]1CN([C@@H](C)CO)S(=O)(=O)c2ccc(C#Cc3cccc(F)c3)cc2O[C@H]1CN(C)S(=O)(=O)c1ccccc1F | -0.5
C[C@H]1CN([C@@H](C)CO)C(=O)c2cc(NC(=O)Nc3cccc4ccccc34)ccc2O[C@@H]1CN(C)S(=O)(=O)c1cccs1 | -0.8
CCN(C[C@H]1[C@H](c2ccccc2)[C@H](CO)N1C(=O)C1CC1)C(=O)NC1CCCC1 | -2.4
CC(C)NC(=O)Nc1ccc2c(c1)CC(=O)N([C@@H](C)CO)C[C@@H](C)[C@@H](CN(C)Cc1ccc(C(F)(F)F)cc1)O2 | -1.9
C[C@@H]1CN([C@H](C)CO)C(=O)c2cc(NC(=O)CCC(F)(F)F)ccc2O[C@@H](C)CCCCO[C@@H]1CN(C)Cc1ccc(C(F)(F)F)cc1 | 5.2
Cc1ccc(-c2ccc([C@@H]3[C@H]4CN(C(=O)c5ccncc5)CCCCN4[C@H]3CO)cc2)cc1 | 0.5
Cc1ccc(S(=O)(=O)N(C)C[C@H]2OCCCC[C@H](C)Oc3ccc(NC(=O)C4CCCCC4)cc3C(=O)N([C@H](C)CO)C[C@@H]2C)cc1 | -2.3
CNC[C@@H]1Oc2c(NC(=O)C3CCOCC3)cccc2C(=O)N([C@H](C)CO)C[C@H]1C | -2.4
CCC(=O)N(C)C[C@@H]1Oc2cc(C#Cc3ccccn3)ccc2S(=O)(=O)N([C@H](C)CO)C[C@H]1C | 0.6
C/C=C/c1ccc2c(c1)O[C@@H](CN(C)Cc1cccc(F)c1)[C@@H](C)CN([C@@H](C)CO)S2(=O)=O | 4.4
O=C(C[C@H]1C[C@@H]2c3cc(NC(=O)NC4CCCC4)ccc3O[C@@H]2[C@@H](CO)O1)NCc1ccccc1 | -2.0
CC(C)CC#Cc1cnc2c(c1)C(=O)N([C@H](C)CO)C[C@@H](C)[C@H](CN(C)C(=O)CC1CC1)O2 | 1.6
C[C@@H]1CCCCO[C@@H](CN(C)C(=O)Nc2cccc3ccccc23)[C@H](C)CN([C@@H](C)CO)C(=O)c2cc(NS(=O)(=O)c3cn(C)cn3)ccc2O1 | 0.6
N#C[C@H]1[C@@H](c2ccccc2)[C@@H](CO)N1C(=O)c1cc(Cl)cc(Cl)c1 | 5.2
C[C@@H]1CCCCO[C@@H](CN(C)S(=O)(=O)c2ccc(F)cc2)[C@@H](C)CN([C@H](C)CO)C(=O)c2cc(NS(=O)(=O)c3ccc(F)cc3)ccc2O1 | -2.9
COC(=O)C[C@H]1CC[C@@H](NC(=O)c2ccccc2)[C@H](CO)O1 | 5.5
O=C(C[C@H]1C=C[C@H](NS(=O)(=O)c2ccccc2)[C@H](CO)O1)NCCN1CCCCC1 | 0.6
CCCNC(=O)N[C@H]1CC[C@@H](CC(=O)NC2CCCCC2)O[C@H]1CO | -1.8
O=C(O)C[C@@H]1C[C@@H]2c3cc(NC(=O)NC4CCCC4)ccc3O[C@@H]2[C@H](CO)O1 | -0.6
C[C@H](CO)N1C[C@H](C)[C@@H](CN(C)Cc2ccc(C(F)(F)F)cc2)Oc2ccc(NS(=O)(=O)c3ccc(F)cc3)cc2CC1=O | 2.1
Continuation:
SMILES | BioA inh
COCC(=O)Nc1ccc2c(c1)C(=O)N(C)[C@H]1CC[C@@H](CC(=O)NCc3ccccc3)O[C@H]1CO2 | -4.3
C[C@@H]1CN([C@H](C)CO)C(=O)c2cc(-c3cccc(F)c3)cnc2O[C@@H]1CN(C)C(=O)C1CCC1 | -1.2
C[C@@H]1CN([C@@H](C)CO)C(=O)Cc2cc(NC(=O)C3CCCCC3)ccc2O[C@@H]1CN(C)S(=O)(=O)c1cccs1 | 2.0
COc1ccccc1-c1ccc2c(c1)O[C@H](CN(C)C(=O)c1ccccc1)[C@@H](C)CN([C@H](C)CO)S2(=O)=O | -2.0
COc1ccc(S(=O)(=O)N(C)C[C@@H]2OCCCC[C@H](C)Oc3ccc(NC(=O)NC4CCCCC4)cc3C(=O)N([C@@H](C)CO)C[C@H]2C)cc1 | 1.1
O=C(NCCc1ccccc1)[C@H]1[C@H](CO)[C@H]2Cn3c(cccc3=O)[C@H]2N1Cc1ccncc1 | -0.7
C[C@@H]1CN([C@@H](C)CO)C(=O)c2cc(NS(=O)(=O)c3cccs3)ccc2O[C@@H]1CN(C)C(=O)Nc1ccccc1 | -0.7
C[C@H](CO)N1C[C@H](C)[C@H](CN(C)Cc2ccc3c(c2)OCO3)Oc2ccc(NC(=O)Nc3ccc(C(F)(F)F)cc3)cc2C1=O | 1.5
CO[C@H]1CN(C)C(=O)c2ccc(NC(=O)C3CCOCC3)cc2OC[C@@H](C)N(C)C[C@H]1C | -0.1
CN1C(=O)c2cc(NC(=O)c3cccs3)ccc2OC[C@H]2O[C@H](CC(=O)NCCN3CCCCC3)CC[C@@H]21 | -2.4
C[C@H](NC(=O)C[C@@H]1CC[C@@H]2[C@H](COC[C@H](O)CN2Cc2cc(F)ccc2F)O1)c1ccccc1 | 0.2
CN1c2ccc(-c3cccc(F)c3)cc2[C@@H]2[C@@H](CCN2C(=O)Cc2cccnc2)[C@@H]1CO | 0.2
O=C(CN1CCOCC1)NCC[C@@H]1CC[C@@H](NS(=O)(=O)c2ccc(Cl)cc2)[C@H](CO)O1 | -3.8
CN(C[C@H]1N[C@@H](CO)[C@H]1c1ccc(-c2cccc(F)c2)cc1)C(=O)C1CCC1 | 18.8
O=C(C1CC1)N1C[C@@H]2[C@H](c3ccccc31)[C@@H](CO)N2S(=O)(=O)c1ccccc1 | -2.9
CO[C@H]1CN(C)C(=O)c2cc(NC(C)=O)ccc2OC[C@H](C)N(C(=O)c2ccccn2)C[C@H]1C | -4.3
COc1ccc(S(=O)(=O)N[C@H]2CC[C@H](CCNC(=O)c3ccccc3F)O[C@H]2CO)cc1 | 1.5
COc1ccc(CNC(=O)C[C@@H]2C[C@@H]3c4cc(NS(C)(=O)=O)ccc4O[C@@H]3[C@@H](CO)O2)cc1 | -2.5
CO[C@H]1CN(C)C(=O)c2ccc(NS(C)(=O)=O)cc2OC[C@@H](C)N(C(=O)C2CCOCC2)C[C@H]1C | -5.0
COc1ccc(S(=O)(=O)N(C)C[C@H]2Oc3c(NS(=O)(=O)c4c(C)noc4C)cccc3C(=O)N([C@@H](C)CO)C[C@H]2C)cc1 | 2.6
